Screens deposited in PubChem BioAssay by Small Molecule Screening Facility, UW Madison.
PriA SSB inh: blocks PriA binding to SSB C-terminal tail; actives 0.6% (n = 430,000); inhibition, % at 33 µM; AlphaScreen SSBct-PriA binding, biotinylated peptide; in the data active means inhibition mostly above about 37%, no sharp cut-off; inactive means mostly below about 20%;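 further: plate controls were negative control peptide for no effect and reference peptide for full effect; strong numbers were not always called active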
* hit, by the source's call; & = joins results of further samples. Only part of the results is shown; the hit share may differ from the screen's.

SMILES	PriA SSB inh
CC1CCc2c(sc(NC(=O)C(C)Oc3cccc(Br)c3)c2C#N)C1 (configuration not stated)	1.0
O=C(CCCSc1ccc(NC(=O)c2cccs2)nn1)NCc1ccco1	2.0
CCOC(=O)c1oc2ccccc2c1NC(=O)c1cc2ccccc2oc1=O	0.0
Cc1cccc(CC(=O)N2CCC(CSc3nccn3C)CC2)c1	-9.0
COCCn1c(=NC(=O)c2ccc(S(=O)(=O)N3CC(C)OC(C)C3)cc2)sc2c(C)cc(C)cc21 (configuration not stated)	-16.0
COc1ccc2c(c1OC)C(=O)N(c1n[nH]c3nc(C)cc(C)c13)C2=O	-6.0
Cc1onc(-c2ccccc2Cl)c1C(=O)NCC1CCN(Cc2ccco2)CC1	-1.0
O=C(Cc1ccc(NC(=O)c2c(F)cccc2Cl)cc1)NC1CC1	-23.0
Cn1cccc1[C@@H](O)CNS(=O)(=O)c1ccccc1F	-8.0
CCOC(=O)c1ccc(NC(=O)CSc2nnc(C)c(=O)[nH]2)cc1	-23.0&3.0
COc1cc(/C=C/C(=O)Nc2ccc(S(=O)(=O)NC(C)C)cc2)cc(OC)c1OC	10.0
Cc1cnc(C(=O)NCCc2ccncc2)cn1	-4.0
CCOC(=O)c1ccc(NC(=O)/C=C/c2ccc(OC(=O)c3ccccn3)cc2)cc1	-5.0
COc1ccc(NC(=O)COc2ccc(Cl)cc2)cc1N1CCCC1=O	-5.0
COc1cccc2sc(N(CCCn3ccnc3)C(=O)c3ccco3)nc12	56.9*

Brought forward from above: 3 compounds; new compounds follow.
SMILES	PriA SSB inh
CCOC(=O)c1ccc(NC(=O)/C=C/c2ccc(OC(=O)c3ccccn3)cc2)cc1	-5.0
COc1ccc(NC(=O)COc2ccc(Cl)cc2)cc1N1CCCC1=O	-5.0
COc1cccc2sc(N(CCCn3ccnc3)C(=O)c3ccco3)nc12	56.9*
Cc1nnc(CNC(=O)C2CN(c3ncnc4c3nnn4C)C2)o1	-19.0
Cc1nnsc1C(=O)Nc1ccc(Cl)c([N+](=O)[O-])c1	6.0
CS(=O)(=O)c1ccccc1C(=O)Nc1nccs1	-11.0
O=C(c1ccc(S(=O)(=O)N2CCOCC2)cc1)N1CCC(CSCc2ccco2)CC1	-1.0
Cc1cccnc1NC(=O)c1cc(N2CCCCC2)ncn1	-14.0
CN1CCc2cc(C(CNC(=O)C(=O)Nc3cc(Cl)ccc3C#N)N(C)C)ccc21 (configuration not stated)	12.0
O=C(Nc1cccc(Cl)c1)N1CCn2cccc2C1c1ccc(Cl)cc1 (configuration not stated)	0.0
COc1ccccc1C(=O)NC(N)=Nc1nc2ccccc2o1	-11.2
COC(=O)c1ccc(NC(=O)C(=O)NC[C@H](OC)c2cccc(F)c2)cc1	-7.0
CSc1ccc(CCC(=O)O)cc1	-6.0
O=C(CCCN1C(=O)c2cccc3cccc(c23)C1=O)Nc1ccc(N2CCOCC2)cc1	-16.0
O=c1[nH]c2ccccc2nc1C=C(O)c1cccs1	6.0&9.1
O=S(=O)(NCCN1CCOC(c2ccccc2)C1)c1ccc2c(c1)CCCC2 (configuration not stated)	-9.0
Cn1cccc1C(O)CCNC(=O)Nc1cccc(C(F)(F)F)c1 (configuration not stated)	-13.0
COc1ccc(Cl)cc1NC(=O)C(=O)NN=Cc1cc(C)n(-c2ccc(C)cc2)c1C	1.2

Sorted by count of non-hydrogen atoms (highest first): some entries from above.
SMILES	PriA SSB inh
O=C(CCCN1C(=O)c2cccc3cccc(c23)C1=O)Nc1ccc(N2CCOCC2)cc1	-16.0
CCOC(=O)c1ccc(NC(=O)/C=C/c2ccc(OC(=O)c3ccccn3)cc2)cc1	-5.0
O=C(Cc1ccc(NC(=O)c2c(F)cccc2Cl)cc1)NC1CC1	-23.0
O=c1[nH]c2ccccc2nc1C=C(O)c1cccs1	6.0&9.1
CS(=O)(=O)c1ccccc1C(=O)Nc1nccs1	-11.0
CSc1ccc(CCC(=O)O)cc1	-6.0

(continued)
SMILES	PriA SSB inh
CCc1ccc(-c2cc3c(SCC(=O)Nc4ccc(C)cc4Br)nccn3n2)cc1	-4.0
COc1cccc(C(=O)Nc2nnc(CS(=O)(=O)c3ccccc3)o2)c1OC	-1.0
Cc1ccnc(OCC(=O)N2CCN(c3cc(N4CCCC4)nc(C)n3)CC2)n1	-3.0
N#C/C(=C\Nc1ccc(S(=O)(=O)N=C(N)N)cc1)c1nc(-c2ccc([N+](=O)[O-])cc2)cs1	-11.0
O=C1OC[C@H]2CCCN2C(=O)[C@@H](CC(=O)N(CCO)Cc2ccccc2)C/C=C/C[C@@H]1Cc1ccc(F)cc1	-5.0
COc1nn(C)cc1C(=O)N1CC(c2nc(-c3cnccn3)no2)C1	-1.0
Cc1cc(NC(=O)C2CCCN(S(=O)(=O)c3ccc(Cl)cc3)C2)n(C)n1 (configuration not stated)	-8.0
O=c1c2nnn(Cc3ccccc3F)c2ncn1Cc1ccc([N+](=O)[O-])cc1	-2.0
Cc1nn(-c2ccc(Nc3ccc(NC(=O)c4ccc(Br)o4)cc3)nn2)c(C)c1C	4.0
CCN(Cc1cnc2ccccn12)S(=O)(=O)c1ccc(Br)s1	-14.0
Cn1c(C(F)(F)F)nn(CCNC(=O)Nc2cccc(C(F)(F)F)c2)c1=O	-1.0
CCCCOCCCn1c(NS(=O)(=O)c2ccc([N+](=O)[O-])cc2)c(S(=O)(=O)c2ccc(C)cc2)c2nc3ccccc3nc21	49.0
COc1ccc(Cl)cc1NC(=O)NCC#CCN1CCc2ccccc2C1	1.0
O=C(/C=C\c1ccccc1)NNC(=O)c1cccn(Cc2ccc(F)cc2)c1=O	-3.0
CC(C)c1cc(=O)[nH]c(-n2nc(-c3cccs3)cc2NC(=O)c2ccc(F)cc2F)n1	8.0
O=[N+]([O-])c1cc(S(=O)(=O)C(F)(F)F)ccc1Cl	-2.0
Cn1c(O)c(C=Nc2nc(-c3ccccc3)sc2-c2ccccc2)c(=O)[nH]c1=O	1.0
Cc1ccc(NC(=O)CSc2cc(N3CCSCC3)ncn2)cc1Cl	-16.0
Cc1cccc(NC(=O)C23CCC(C)(C(=NO)C2)C3(C)C)c1 (configuration not stated)	-18.3
Cc1csc(COc2ccc(C(=O)Nc3ccc(F)c(C(F)(F)F)c3)cc2)n1	-3.0
O=C(NCCCn1ccc2cccnc21)c1ccc(Cl)s1	-8.0
COC(=O)c1ccc2c(c1)C1CC(C)(NC(=O)N1)O2 (configuration not stated)	1.0
O=C(NCCC(O)c1cc2ccccc2o1)c1ccc(OC(F)(F)F)cc1 (configuration not stated)	11.0
CC(C)Sc1ccc(C(=O)Nc2ncnc3sccc23)cc1	-5.0
Cc1c(C)n2c3c(=O)n(CC(=O)OCc4ccccc4)c(=O)n(C)c3nc2n1C1CCCCC1	0.0
O=C(Cn1nc(-c2ccco2)n(C2CC2)c1=O)Nc1nc2ccccc2s1	-10.0
O=C(c1ccc(OC(F)(F)F)cc1)N1CCCC(S(=O)(=O)c2ccc(F)cc2)C1 (configuration not stated)	-1.0
Oc1ccc(/C=C/c2ccccn2)cc1	-9.0
Cc1cc2nc(N=C(N)NC(=O)C(C)C)nc(C)c2cc1C	-0.2
COCCN(Cc1ccoc1)C(=O)c1cc(C)cs1	0.0
Cc1cc(C)cc(NC(=O)C(=O)NCC2(O)CCc3ccccc32)c1 (configuration not stated)	-15.0
Cn1nc(N2CCCC(C(=O)Nc3c(-c4ccccc4)nc4ccccn34)C2)ccc1=O (configuration not stated)	-12.0
COC(=O)c1ccc2nc(NC(=O)Cc3ccc4c(c3)OCO4)sc2c1	-16.0
COCCN(Cc1ccncc1)S(=O)(=O)c1cc(C)c(OC)c(C)c1	-18.0
COc1ccc(CCS(=O)(=O)Nc2ccc3c(c2)CC(=O)N3C)cc1	-2.0
CCc1nc2n(n1)C(=O)C([C@@H](c1cccc(C(F)(F)F)c1)N1CCC(O)CC1)S2 (some centres not stated)	-23.0
CC(C)=CC(=O)Nc1cnn(C2CCOC2)c1 (configuration not stated)	-2.0
CP(=O)(Nc1cccc([N+](=O)[O-])c1)c1nc2c(s1)CCCC2 (configuration not stated)	1.0
COc1ccc(-c2ccc(S(=O)(=O)N[C@@H](Cc3ccccc3)C(=O)O)cc2)cc1	-5.0
O=C(CCC(=O)OCCc1ccccc1)Nc1ccc(S(=O)(=O)Nc2nccs2)cc1	-3.0&9.0
Cc1cc(CNC(=O)C2CCN(S(C)(=O)=O)CC2)no1	-8.0
NC(=NOC(=O)CCc1ccccc1)c1cccnc1	-3.7
COc1ccc(-c2csc(N(C(=O)NC3CCCCC3)C3=NCCCCC3)n2)cc1OC	6.0&15.0
S=c1[nH]nc(COc2ccccc2)n1N=Cc1cccs1	1.8
COc1ccc(C(C)=NOCC(=O)N2CC3(C)CC2CC(C)(C)C3)cc1 (configuration not stated)	2.7
COC(=O)c1scc(-c2ccc(C)cc2)c1S(=O)(=O)N1CCC(C(N)=O)CC1	-15.0
COc1cc(NC(=O)NCc2nn(C)c(=O)c3ccccc23)cc(OC)c1OC	-11.0
COc1ccc(S(=O)(=O)C2CN(C(=O)COc3ccccc3C)C2)cc1	-5.0
O=C(Cn1nc(-c2cccs2)ccc1=O)N1CCCc2ccccc21	-8.0
COc1ccccc1-c1ccc(N2CCN(S(=O)(=O)Cc3ccccc3)CC2)nn1	-2.0
C/C(C=Nn1c(COc2ccccc2)n[nH]c1=S)=C\c1ccccc1	22.1
O=C(NCC[C@H](O)c1ccoc1)C(=O)NCc1ccc(F)cc1	-4.0
Cc1cc(=O)n(CC(=O)NCc2ccc(F)cc2Cl)c(N2CCOCC2)n1	-14.0
O=C(NCCCc1ccccc1)C(=O)Nc1ccc(Cl)c(N2CCCS2(=O)=O)c1	-6.0
Cc1cccc(C)c1OCC(=O)NN=Cc1ccc2c(c1)OCO2	-7.4
CCOC(=O)c1c(C)n(-c2ccc(C)cc2)c2ccc(OCC(O)Cn3ccnc3)cc12 (configuration not stated)	46.0*
O=C(Nc1nc(-c2ccc3c(c2)OCO3)cs1)C1CCN(S(=O)(=O)c2ccc(F)cc2)CC1	-15.0
CC(C)(C)C(=O)N1CCc2ccc(NC(=O)Cc3ccc(Cl)cc3)cc21	-19.0
CC(C)COC(=O)c1cccc2c1-c1ccccc1C2=NO	9.7
COc1ccc(N2C[C@@H](NS(C)(=O)=O)CC2=O)cc1	-11.0

Taken from the entries so far for reference:
SMILES	PriA SSB inh
COC(=O)c1scc(-c2ccc(C)cc2)c1S(=O)(=O)N1CCC(C(N)=O)CC1	-15.0
COc1cc(NC(=O)NCc2nn(C)c(=O)c3ccccc23)cc(OC)c1OC	-11.0

(more compounds)
SMILES	PriA SSB inh
S=C(NC1CCCCC1)N1CCn2cccc2C1c1ccc(Cl)cc1Cl (configuration not stated)	13.0
COc1ccccc1N1CCN(N=Cc2cc(OC)c(OC)c(OC)c2)CC1	17.0
CCCc1nnc(NC(=O)CSc2ccc(-c3sc(-c4ccc(OC)cc4)nc3C)nn2)s1	-8.0
COC(=O)c1c(NC(=O)c2sc3ccccc3c2Cl)sc2c1CC(C)(C)NC2(C)C	-7.0&-4.0
C=CCN(c1ccc(C(=O)O)cc1)S(=O)(=O)c1ccc(/C=C/C(=O)O)cc1	-10.0
O=C(C1CCc2nc[nH]c2C1)N1CCN(c2nsc3ccccc23)CC1 (configuration not stated)	-11.0
O=C(NCCc1ncc(-c2cccs2)[nH]1)c1ccsc1	-16.0
O=C(Nc1nccs1)OCC(F)(F)F	-12.0
CC(=O)CC1(O)C(=O)N(CCCOc2ccc(C)cc2)c2ccc(C)cc21 (configuration not stated)	-8.0
COC(=O)c1sccc1S(=O)(=O)Nc1cccc(-c2cnc3n2CCC3)c1	4.0
CC(=NNC(=O)C(=O)Nc1c(C)n(C)n(-c2ccccc2)c1=O)c1ccncc1	-12.4
Cc1ccc2nc(Nc3ccccc3)c(C=NO)c(=O)n2c1	-7.0
Cc1nc(-n2cccc2)sc1C(=O)N1CCCC(c2nnc(-c3ccccc3F)s2)C1 (configuration not stated)	9.0
Cc1cc(NS(=O)(=O)c2ccc(NC(=O)c3cc4n(n3)CCCO4)cc2)nc(C)n1	-17.0
CC1CCN(S(=O)(=O)c2cc(S(=O)(=O)N3CCC(C)CC3)c3cccc4c3c2NC4=O)CC1	-11.0
Cc1c(Cl)cccc1NC(=O)CSc1nc2c(-c3ccccc3)c[nH]c2c(=O)n1C	-17.0
COc1cc(/C=C\C(=O)NCCn2ncc3c(=O)n(Cc4cccc(C)c4)cnc32)cc(OC)c1OC	-6.0
O=C(O)COc1ccccc1C=NNC(=O)c1cc(-c2ccc(F)cc2)nc2ccccc12	-5.7
CC(C)c1cccc2sc(NC(=O)c3ccn(C)n3)nc12	-25.0
Cc1cc(C)c(NC(=O)CN2C(=O)c3cccc4cccc(c34)C2=O)c(C)c1	-8.0
COc1ccc(S(=O)(=O)Nc2cccc(C(=O)Nc3cc(C)on3)c2)cc1	2.0
Oc1ccc(Br)cc1C=NN1CCN(Cc2ccccc2)CC1	-7.2
O=C1NCCCc2nc(NS(=O)(=O)c3ccc(Br)cc3)sc21	-4.0
COc1ccc(C(=O)Nc2ccc(CC(=O)NCC(F)(F)F)cc2)cc1F	-10.0
O=C(CN1CCN(c2ccccc2F)C1=O)NCCCn1ccnc1	-7.0
COc1ccc(Nc2nc(Nc3ccc(OC)cc3OC)nc(N3CCOCC3)n2)c(OC)c1	1.0
O=C(NC[C@@H](c1cccc2ccccc12)N1CCOCC1)c1cccc(Br)c1	-10.0
O=S(=O)(Nc1cccc(-c2cnc3n2CCC3)c1)c1cccc(C(F)(F)F)c1	28.0
Cc1nnc(NN=Cc2ccc(-c3ccc(Br)cc3)o2)n1N	8.4
COc1ccc(-c2ccc(N3CCC(C(=O)NCCc4csc(-c5ccccc5)n4)CC3)nn2)cc1	-10.0
O=c1[nH]c(=S)c2c(n1Cc1cccs1)CCCC2	-1.0
O=S(=O)(c1ccccc1F)N1CCN(c2ccc(Nc3ccccn3)nn2)CC1	-1.0
O=C(NC1CCN(c2nc(-c3cccnc3)cs2)CC1)C1(c2cccs2)CCCC1	3.0
COc1c2ccc(C(=O)N3CCC(Oc4cc(C)oc(=O)c4)CC3)cc2nn1C	-16.0
CCOc1ccc(/C=C/C(=O)Nc2ccc(OC)c(Cl)c2)cc1OC	7.0
COc1ccc(-c2ccc(=O)n(CCCNC(=O)COc3ccc(Cl)cc3)n2)cc1	-2.0
